PostGolgi ctrl: growth inhibition of yeast control strain, primary screen, counter-screen for post-Golgi transport modulator project. efflux-deficient yeast background strain, growth absorbance A615, 16 h. inhibition, % at 10 µM. actives 5% (n = 98,000). AID 738, 2007
sEH inhibitor: soluble epoxide hydrolase inhibitors, primary screen, biochemical, human sEH | Bifunctional epoxide hydrolase 2 (Homo sapiens), P34913 | recombinant human sEH enzymatic activity assay | inhibition, % at 2 µM | actives 0.34% (n = 91,000); in the data active means inhibition above about 80%; further: values of inactives mirror those of a sister screen read the other way; many of its hits are not listed in these tables
Target sequence (P34913 whole entry, looked up): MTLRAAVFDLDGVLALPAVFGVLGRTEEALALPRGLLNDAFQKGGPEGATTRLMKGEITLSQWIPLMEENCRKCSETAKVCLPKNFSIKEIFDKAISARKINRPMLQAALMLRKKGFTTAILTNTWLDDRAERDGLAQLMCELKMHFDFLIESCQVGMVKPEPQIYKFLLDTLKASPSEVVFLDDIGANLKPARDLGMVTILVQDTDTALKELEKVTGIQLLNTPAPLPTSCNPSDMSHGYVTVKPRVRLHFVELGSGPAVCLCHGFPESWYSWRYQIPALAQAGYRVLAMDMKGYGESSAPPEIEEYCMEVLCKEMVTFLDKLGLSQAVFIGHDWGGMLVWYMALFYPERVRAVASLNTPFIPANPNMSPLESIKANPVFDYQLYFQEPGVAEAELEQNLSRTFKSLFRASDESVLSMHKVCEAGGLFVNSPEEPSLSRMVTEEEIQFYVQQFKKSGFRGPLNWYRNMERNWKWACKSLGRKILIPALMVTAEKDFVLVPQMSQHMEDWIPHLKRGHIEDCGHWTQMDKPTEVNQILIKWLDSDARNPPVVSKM
PLAP act: PLAP enzyme activators, biochemical, luminescence, HTS; Alkaline phosphatase, placental type (Homo sapiens), P05187; purified PLAP enzyme, luminescent substrate read-out; active compounds read high; activation fold at 20 µM; actives 1.2% (n = 96,000); in the data active means activation fold above about 2
S1P2 ag: S1P2 receptor agonists, primary screen, cell-based; actives 0.46% (n = 97,000); Sphingosine 1-phosphate receptor 2 (Homo sapiens), O95136; AID 729, 2007; activation, % at 4.5 µM; S1P2-expressing cell line, agonist reporter read-out; in the data active means activation above about 16%;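 further: 0% = vehicle low control and 100% = maximal reference agonist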
Target sequence (O95136 whole entry, looked up): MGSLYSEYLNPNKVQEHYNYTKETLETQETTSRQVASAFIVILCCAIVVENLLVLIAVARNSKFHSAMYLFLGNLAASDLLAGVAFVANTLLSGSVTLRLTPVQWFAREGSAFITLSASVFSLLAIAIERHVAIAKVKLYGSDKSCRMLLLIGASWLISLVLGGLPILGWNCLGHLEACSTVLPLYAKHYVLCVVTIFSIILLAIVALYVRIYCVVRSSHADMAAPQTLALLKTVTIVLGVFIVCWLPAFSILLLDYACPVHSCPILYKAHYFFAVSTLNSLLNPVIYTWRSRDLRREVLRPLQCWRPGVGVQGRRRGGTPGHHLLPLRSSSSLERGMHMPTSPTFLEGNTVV
Mac1 fbg inh: inhibitors of CD11b/CD18 adhesion to fibrinogen, primary screen, K562 cells, luminescence; Integrin beta-2 (Homo sapiens) + Integrin alpha-M (Homo sapiens), P05107+P11215; AID 1497, 2009; actives 0.54% (n = 93,000); inhibition, % at 10 µM; ATPlite luminescence; Mn2+ added to activate the integrin;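 active means primary inhibition of 50% or more at 10 µM, then 40% or more on retest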; further: some results filed as inactive read as strong as hits
S1P2 blocker: human S1P2 receptor antagonists, primary screen, cell-based | cell-based S1P2 antagonist assay, inhibition at 5 uM | actives 0.21% (n = 97,000) | inhibition, % at 5 µM | Sphingosine 1-phosphate receptor 2 (Homo sapiens), O95136 | AID 736, 2007; in the data active means inhibition above about 45%;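 further: CRE beta-lactamase reporter cells expressing human S1P2 stimulated with S1P; 0% = agonist at EC80 alone and 100% = agonist plus reference antagonist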
PostGolgi yeast: phenotypic screen on post-Golgi transport, primary screen. inhibition, % at 10 µM. AID 739, 2007. post-Golgi transport phenotypic cell assay. actives 0.9% (n = 98,000);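 further: yeast cells grown in 1536-well plates; yeast grown about 18 h at 30C before absorbance read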
sEH act: soluble epoxide hydrolase activators, primary screen, biochemical, human sEH | purified human sEH enzymatic activity, activator screen | activation, % at 2 µM | actives 0.04% (n = 91,000); in the data active means activation above about 37%; further: values of inactives mirror those of a sister screen read the other way
Ecoli WT expand: growth inhibitors of wild-type E. coli, primary screen, strain BW25113, expanded library, OD600. actives 0.15% (n = 98,000). growth inhibition, % at 100 µM. OD600 absorbance;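 active means growth inhibition above about 50% at one test dose, limit read from the data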;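 further: growth measured after 20 h incubation at 37 °C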
Starred values were filed as active, the others as inactive; . = no result given. Unless noted, no stated cut-off is given here; in the data, active means inhibition above about 30%; inactive means the rest.

SMILES	PostGolgi ctrl	sEH inhibitor	PLAP act	S1P2 ag	Mac1 fbg inh	S1P2 blocker	PostGolgi yeast	sEH act	Ecoli WT expand
CCOC(=O)C1C(=O)NCC1c1ccccc1 (stereo not drawn)	-7	11	0.9	-7	11	-4	15	-14	7
CCOC(=O)Cc1cc(=O)n2[nH]c(C)c(-c3ccc(OC)cc3)c2n1	6	21	1.2	-2	7	-17	18	-19	-1
CC(O)(CS(=O)(=O)Cc1ccccc1)C(=O)Nc1ccc(C(F)(F)F)cc1 (stereo not drawn)	13	3	1.2	-4	17	-14	2	-2	-8
O=C(Nc1cccc(Br)c1)c1ccc(CSc2ccccc2)cc1	-6	6	1.2	-1	.	12	19	-6	-13
CCCNC(=O)c1ccc(CN2CCc3ccccc3C2)cc1	.	-8	.	-6	.	-2	.	8	.
Cc1ccc(-n2ncc(C(=O)N3CCc4ccccc4C3)c2NC(=O)c2ccco2)cc1C	.	4	.	-7	.	-2	.	-2	.
Cn1c(=O)c2c(nc(SCC(=O)O)n2Cc2cc3c(cc2Cl)OCO3)n(C)c1=O	-7	1	1.3	0	5	-5	-9	-2	-7
Cc1ccc(S(=O)(=O)NCCOC(=O)Nc2sc(=S)n(C)c2C)cc1	4	8	1	-2	-1	-2	6	-7	4
N/C(CC(=O)NCCOc1ccccc1)=N\O	7	-3	1.2	-11	3	14	-4	0	-3
O=S(=O)(c1ccccc1)N1CCN(CC(O)COc2ccc3c(c2)CCC3)CC1 (stereo not drawn)	23	2	1.4	0	16	3	1	-1	-7
Cc1cc(NC(=O)CSc2nc3sc(C)c(C)c3c(=O)n2C2CCCC2)no1	2	-6	1.2	-7	27	-10	5	10	-9
COc1ccc(CCNC(=O)c2ccco2)cc1	14	-7	0.9	-6	-17	22	-1	8	4
Cc1ccc(NC(=O)CSc2nc(NS(=O)(=O)c3ccc(C)cc3)cc(=O)[nH]2)cc1	4	2	0.9	-2	-18	14	-2	0	-4
COCCNS(=O)(=O)c1ccc2c(c1)n(C)c(=O)n2C	-4	-8	1.1	-2	-6	-15	-3	9	-14
Nc1ccccc1-c1nnc(SCc2ccccc2F)[nH]c1=O	11	11	1.3	-4	19	10	-5	-10	-6
Cn1c(=O)c2c(ncn2CC(=O)NCc2cccnc2)n(C)c1=O	4	-2	1	-5	-11	20	4	1	-1
O=c1c2sc3nc(N4CCOCC4)c4c(c3c2nnn1Cc1ccccc1)CCCC4	32*	1	1	6	.	-1	-1	2	-17
CCOc1cc(Br)c(C(=O)O)cc1OCC	1	8	1	-7	-2	-7	3	-7	4
COc1ccc(NC(=O)CCC2COc3ccccc3O2)c(OC)c1 (stereo not drawn)	7	-6	0.7	-3	-25	12	1	7	10
CCOc1ccccc1NC(=O)CCS(=O)(=O)c1cccc2nonc12	8	.	1	.	0	.	2	.	3
O=C(COC(=O)C1CCC1)NCc1ccccc1Cl	-9	8	0.9	-3	-11	-6	-1	-8	3
Cc1onc(-c2c(Cl)cccc2Cl)c1C(=O)N1CCc2ccccc2C1	23	-1	1.2	0	.	12	5	3	2
COC(=O)c1c(C)[nH]c(C)c1-c1ccccc1	6	.	1	-7	-4	-16	0	.	-9
CN1CCN(C2=CC(=O)OC23CCCCC3)CC1	.	-2	.	-5	.	-5	.	2	.
COC(=O)[C@H](C)NC(=O)Nc1cccc(C(F)(F)F)c1	6	8	.	-7	.	4	12	-4	-6
CCOC(=O)N1CCN(C(=O)Cc2ccc(-n3c(=O)[nH]c4ccccc4c3=O)cc2)CC1	-1	6	1.1	-4	-6	1	0	-5	4
CCn1nc(C)c(NC(=O)/C=C/c2cnn(C)c2C)c1C	-4	4	0.8	-5	.	12	-4	-6	3
COc1ccccc1-c1cc(C(=O)NCc2ccc(F)cc2)no1	59*	.	0.8	-5	-1	14	4	.	-10
CCOP(=O)(c1ccccc1)c1nc(-c2ccccc2Cl)oc1N1CCCCC1 (stereo not drawn)	.	5	.	-4	.	6	.	-6	.
CC1=C(C(=O)Nc2ccccc2)C(c2ccncc2)C(C#N)=C(SCC(=O)NC2CC2)N1 (stereo not drawn)	8	.	1.2	-2	-6	-2	-3	.	-5
Cc1nnc(SCCn2c(Br)nc3c2c(=O)n(C)c(=O)n3C)s1	7	2	1	-6	-28	-2	-3	-3	-4
CCCC(=O)Nc1ccc(C(=O)Nc2nnc(COCC)s2)cc1	.	-7	.	-5	.	-3	.	8	.
Cc1ccc([N+](=O)[O-])cc1NC(=O)CN(C(=O)c1ccc(Cl)cc1)C1CCCCC1	25	4	1.1	-8	.	1	-12	-1	-3
Cc1ccc(Nc2cc(C)nn2-c2nc(C)cc(=O)[nH]2)cc1	100*	.	1.4	-7	.	15	94*	.	77*
COc1ccc2c(CSc3nc4nc(C)cc(C)n4n3)cc(=O)oc2c1	3	0	1.4	17*	-9	-25	-3	0	-3
CC(C)(C)NC(=O)CC(c1ccccc1)c1ccccc1O (stereo not drawn)	4	-15	1	-4	-33	-28	4	14	-3
NC(=O)COC(=O)c1cc(S(=O)(=O)N2CCOCC2)ccc1N1CCCCC1	-2	.	1.3	-7	-6	10	-5	.	12
CCCN(CCC)C1CC(=O)N(Cc2ccccc2)C1=O (stereo not drawn)	4	.	1.2	.	-3	.	1	.	-1
O=C(O)C1CC=CCC1C(=O)N1CCCC1 (stereo not drawn)	6	6	0.9	-6	-3	-8	6	-6	5
Cc1cc(NC(=O)CSc2ccc3nnc(-c4ccccn4)n3n2)no1	0	-4	1.1	-6	-3	-10	5	4	2
CC(=O)N1CCC2(CC1)C(C#N)=C(N)Oc1n[nH]c(C(F)(F)F)c12	0	11	.	-3	.	-8	-4	-8	-13
CC(C)(C)C1CCc2onc(C(=O)Nc3cnn(Cc4ccc(F)cc4)c3)c2C1 (stereo not drawn)	2	9	0.9	-4	-18	6	-5	-6	-14
O=C(c1ccco1)N1C2C=CC(C2)C1(C(F)(F)F)C(F)(F)F (stereo not drawn)	6	.	1	-9	.	2	13	.	13
CCC1CCCCN1C(=O)CCCOc1ccccc1 (stereo not drawn)	5	1	0.9	0	4	-18	-7	0	3
CCc1cc(-c2n[nH]c(=S)n2N)n(C)n1	23	-2	0.9	-7	.	10	-8	2	-10
CC(=O)Nc1ccccc1C(=O)C(=O)Nc1ccc(F)cc1	4	-20	0.7	-2	.	8	-1	21	6
CCCSc1nc(C)nc2c1c(=O)n(C)c(=O)n2C	-3	.	1	-2	-6	-15	-4	.	3
CC(C)CCNC(=O)CCCOc1cc(=O)n(C)c2ccccc12	26	21	1	-5	-14	27	23	-22	7
COc1cc(C)c(C#N)c(OC)n1	3	8	1	-4	0	24	-10	-9	-5
O=C(c1cccnc1)N1CCN(C(=O)c2ccccc2F)CC1	7	5	1	-4	-11	0	6	-3	-3
O=C(O)C(=O)/C(=C\c1ccccc1)c1ccc2ccccc2n1	6	-3	1	-2	-32	12	-2	5	-4
Cc1cccc(C)c1OCC(O)CNC(C)C (stereo not drawn)	-3	-15	1.1	-4	-10	-14	-3	12	-1
COCc1cc(C)n(CC(=O)Nc2ccccc2C(=O)OC)c(=O)c1C#N	10	-3	0.9	-3	-17	4	1	2	0
O=C(COC(=O)Cc1cccs1)Nc1ccccc1F	-5	-14	1.3	-2	-11	-10	-5	17	4
CC(CCc1ccccc1)NC(=O)CSc1nc(N)cc(N)n1 (stereo not drawn)	-6	2	1.6	-8	.	20	20	-3	4
CN1CCN(c2ccc(Cl)cc2NC(=O)c2ccc(S(=O)(=O)N(C)C)cc2)CC1	6	-6	1.7	1	-4	-27	-3	7	-4
COc1ccc(C(=O)N(CCCO)C(C)C(=O)NC2CCCCC2)cc1OC (stereo not drawn)	11	-7	1	-12	-12	0	23	7	-1
CC(=O)Nc1ccc(NC(=O)CN(c2cccc(C)c2)S(C)(=O)=O)cc1	12	-1	0.9	-5	-2	-1	-4	-4	5
O=C1c2ccccc2-c2onc3ccc(NCc4ccco4)c1c23	34*	.	0.8	.	9	.	-5	.	-9
CC(=O)c1c(C)oc2ccc(N(C(C)=O)S(=O)(=O)c3ccc(Cl)c([N+](=O)[O-])c3)cc12	12	0	1.1	7	28	-11	4	-2	5

Additional results:
SMILES	PostGolgi ctrl	sEH inhibitor	PLAP act	S1P2 ag	Mac1 fbg inh	S1P2 blocker	PostGolgi yeast	sEH act	Ecoli WT expand
Cc1cccc(C)c1NC(=O)c1ccc(-c2ccc(Cl)cc2Cl)o1	46*	-5	0.9	-5	11	0	-6	0	-4
COc1cc(OC)cc(C(=O)Nc2cccc(N3CCCC3)c2)c1	8	0	1	-12	-8	-10	-3	-1	-10
Cc1ccc(S(=O)(=O)N/N=C/c2cc(Br)c(C)o2)cc1	-5	3	1.2	27*	17	-7	5	0	8
COc1ccc(CN2CCN(C(=O)CC(C)C)CC2)c2ccccc12	2	8	1.6	-3	4	-6	7	-10	15
O=C(N1CCOCC1)n1nnc2ccccc21	17	5	1.1	-3	-6	16	0	-4	25
Oc1ccc(Br)cc1-c1cc(-c2ccccc2F)[nH]n1	19	1	1	-3	-1	1	2	3	-14
CCOC(=O)NC(Nc1nnc(SCC)s1)(C(F)(F)F)C(F)(F)F	-4	14	0.8	-6	-19	-2	-14	-14	0
COc1cccc(NC(=O)N2CCC(C(=O)Nc3ccc(C)cc3C)CC2)c1	2	.	1.2	-11	2	5	18	.	-7
CCOC(=O)N1CCC(NC(=O)c2cc(C(=O)Nc3cccc(OC)c3)ccc2CO)CC1	2	-2	1.4	-1	-16	-1	2	2	-3
CC1=C(C(=O)OC(C)C)C(c2ccc(F)cc2)NC(=O)N1 (stereo not drawn)	7	6	0.8	-4	-18	6	2	-4	-1
O=C(NCCCn1ccnc1)c1ccc(S(=O)(=O)N2CCCCCC2)cc1	12	-6	1	-4	.	25	0	8	6
CC1CN(c2nc3ccccc3nc2C(C#N)C(=O)NCc2ccc3c(c2)OCO3)CC(C)O1 (stereo not drawn)	13	-12	1.3	-1	-37	-1	-5	13	-12

A draw from above in order of SMILES length, rising:
SMILES	PostGolgi ctrl	sEH inhibitor	PLAP act	S1P2 ag	Mac1 fbg inh	S1P2 blocker	PostGolgi yeast	sEH act	Ecoli WT expand
COc1ccc(CCNC(=O)c2ccco2)cc1	14	-7	0.9	-6	-17	22	-1	8	4
COC(=O)[C@H](C)NC(=O)Nc1cccc(C(F)(F)F)c1	6	8	.	-7	.	4	12	-4	-6
Cc1cccc(C)c1NC(=O)c1ccc(-c2ccc(Cl)cc2Cl)o1	46*	-5	0.9	-5	11	0	-6	0	-4

Other compounds.
SMILES	PostGolgi ctrl	sEH inhibitor	PLAP act	S1P2 ag	Mac1 fbg inh	S1P2 blocker	PostGolgi yeast	sEH act	Ecoli WT expand
CCOC(=O)Nc1nc(C)c(C(=O)c2ccc(Cl)cc2)s1	11	-15	1.1	-6	-6	-19	-1	17	-4
COc1ccc(C2C=C(c3ccc(Cl)cc3)Nc3nc(NC(C)=O)nn32)cc1 (stereo not drawn)	0	4	1.9	-11	18	21	9	0	-5
CCCOc1ccc(N2C(=O)CC(N3CCOCC3)C2=O)cc1 (stereo not drawn)	0	2	1	-11	-21	7	6	-1	-2
COc1cc2c(C(=O)N3CCN(c4ccccc4)CC3)c(C)oc2cc1Br	35*	6	1	-5	-10	-6	0	-2	-13
Cn1nc(-c2ccccc2)c(-c2nc(-c3cccc(C(F)(F)F)c3)no2)c1Cl	7	-12	1.1	-5	6	-1	3	10	-10
CC(NC(=O)C1CCCC1)c1ccc2c(c1)OCCO2 (stereo not drawn)	2	-2	0.8	-10	-3	12	6	2	-7
O=C(CN1C(=O)NC2(CCCC2)C1=O)Nc1cccc(-c2nnc3n2CCCCC3)c1	16	-8	1	2	6	9	2	12	0

Taken from above:
PLAP act, CCOC(=O)C1C(=O)NCC1c1ccccc1 (stereo not drawn) → 0.9
PostGolgi yeast, CC(C)CCNC(=O)CCCOc1cc(=O)n(C)c2ccccc12 → 23
Mac1 fbg inh, Cc1cccc(C)c1NC(=O)c1ccc(-c2ccc(Cl)cc2Cl)o1 → 11
S1P2 blocker, COc1ccc2c(CSc3nc4nc(C)cc(C)n4n3)cc(=O)oc2c1 → -25
PLAP act, CC(O)(CS(=O)(=O)Cc1ccccc1)C(=O)Nc1ccc(C(F)(F)F)cc1 (stereo not drawn) → 1.2

Assay outcomes as filed in PubChem BioAssay.
